HT1080NT lethal – kills 2HG-producing HT-1080-NT fibrosarcoma cells; hit rate 1.6% among 360,000; AID 686970; Potency, µM (titrated, usually from 46.1 µM), for inactives: at the highest dose activity, negative = less viability, usual class: cytotoxic; HT-1080-NT fibrosarcoma viability, CellTiter-Glo ATP luminescence, 48 h;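 further: NT is the 2HG producing partner of a matched IDH1 knockdown line; potency means the concentration at half of the fitted maximal effect; 0% = DMSO-treated cells and -100% = media-only wells without cells; nearly all actives have a fitted effect of over 55% in size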
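Luminescent CellTiter-Glo readout after 48 hours of compound exposure at 37 degrees C defined viability of HT-1080-NT cells. Activity was normalized to DMSO wells and cell-free media wells; concentration-response curves were fitted and assigned curve classes.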
MCF10A rereplic – DNA re-replication induction in MCF 10a cells; MCF 10A DNA re-replication, Hoechst nuclear intensity, 48 h; Potency, µM (highest dose often 46.1 µM), without a hit: at the top dose activity, positive = re-replication, usual class: activators; hit rate 2.9% among 350,000; AID 624296; further: potency means the concentration at half of the fitted maximal effect; % of control where 0% means no effect; nearly all actives have a fitted effect of over 50% in size
ATXN viability – reduces viability in counter-screen for ATXN expression inhibitors. hit rate 0.49% among 400,000. Potency, µM (highest dose often 56.7 µM), actives largely listed as cytotoxic. S2 cells (HEK-293 line with an ATXN2-luciferase reporter) viability, CellTiter-Fluor protease fluorescence, 24 h; further: potency means the concentration at half of the fitted maximal effect; nearly all actives have a fitted effect of over 40% in size
ATXN2 expr inh – inhibitors of ATXN2 expression; HEK-293 ATXN2-luciferase reporter, luminescence, 24 h; Potency, µM (series often up to 57 µM), without a hit: at the highest dose activity change, negative = inhibition, most hits filed as inhibitors; hit rate 0.72% among 360,000; AID 1745845; further: potency means the concentration at half of the fitted maximal effect; on the % scale 0 is the no-effect control and ±100 the full control effect; nearly all actives have a fitted effect of over 55% in size
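qHTS (up to 57 uM final) was run with 24 h compound exposure of reporter cells at 37 °C. Each well was multiplexed: SteadyGlo luminescence measured ATXN2-luciferase expression after a fluorogenic Gly-Phe-AFC viability readout (25 uM final).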
SW480 rerep – inducers of DNA re-replication in SW480 colon cancer cells | AID 624297 | Potency, µM (top dose mostly 46.1 µM), for the others: top-dose re-replication activation, actives largely listed as activators | SW480 DNA re-replication, Hoechst DNA content imaging, 48 h | hit rate 1.8% among 340,000; further: potency means the concentration at half of the fitted maximal effect; % of control where 0% means no effect; nearly all actives have a fitted effect of over 55% in size
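Cells (250 per well) received 23 nL compound or DMSO by pin tool and were kept 48 hr at 37 C, 5% CO2. Nuclei were then stained with Hoechst for 40 min and scanned for DNA content.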
IL1B secr inh – inhibitors of inflammasome signaling (IL-1 beta secretion); THP-1 LPS/ATP IL-1B secretion, AlphaLISA, 16 h; hits give low values; activity change, % at 57.5 µM; hit rate 4.7% among 360,000; AID 743279; in the data active means activity change below about -50%; inconclusive means mostly about -30% to -49%; further: on the % scale 0 is the no-effect control and ±100 the full control effect
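Secreted IL-1B measured by AlphaLISA bead assay after 16 h compound exposure of THP-1 cells; compounds (final up to 57.5 uM) added 1 h before LPS (250 ng/mL) and ATP (1.25 mM) stimulation; lower signal means less secretion.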
KB-V1 cytotox – kills drug-selected multidrug resistant KB-V1 cells. KB-V1 MDR cells viability, CellTiter-Glo, 72 h. Potency, µM (highest dose often 46.1 µM), for inactives: at the top dose activity change, negative = cytotoxicity, hits mostly cytotoxic. hit rate 3.4% among 400,000. AID 1347076; further: potency means the concentration at half of the fitted maximal effect; on the % scale 0 is the no-effect control and ±100 the full control effect; nearly all actives have a fitted effect of over 60% in size
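Drug-selected KB-V1 cells, grown in DMEM lacking phenol red with 10% FBS, receive compound titrations; after three days at 37 degrees C, surviving cell ATP is quantified by CellTiter-Glo luminescence and responses normalized and curve-fitted.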
HT1080 IDH1KD tx – toxicity to HT-1080 IDH1 knockdown cells (counter line) | AID 686971 | Potency, µM (highest dose often 46.1 µM), for the others: at the highest dose activity, negative = toxicity, actives largely listed as cytotoxic | hit rate 2% among 360,000 | HT-1080 IDH1 knockdown viability, ATP luminescence, 48 h;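 further: potency means the concentration at half of the fitted maximal effect; 0% = DMSO wells and -100% = cell-free medium wells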
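IDH1KD HT-1080 cells, 750/well, RPMI + 5% FBS; compound pinned after 2 h settling; 48 h, 37 °C; CellTiter-Glo luminescence; % activity normalised to DMSO and no-cell wells; curves fitted, classed by r2 and efficacy.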
KB-3-1 cytotox – KB-3-1 parental cell cytotoxicity | KB-3-1 viability, CellTiter-Glo ATP luminescence, 72 h | Potency, µM (series often up to 46.1 µM), for the others: top-dose activity change, negative = cytotoxic, actives largely listed as cytotoxic | AID 1347075 | hit rate 1.4% among 400,000; further: potency means the concentration at half of the fitted maximal effect; on the % scale 0 is the no-effect control and ±100 the full control effect; nearly all actives have a fitted effect of over 60% in size
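Cytotoxicity measured as CellTiter-Glo luminescence after 72 h at 37 C. Compound titrations were pinned onto drug-naive KB-3-1 parental adenocarcinoma cells grown in DMEM with 10% FBS, and normalized data fitted to concentration-response curves.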
* = called active by the depositor; i = inactive; u = inconclusive; x = no result given; [ ] = dose if it differs, or a comment. Unless noted, the call rests on the fitted dose curve; in most records, active means well fitted curve in the direction sought with a large enough effect; inconclusive means small, poorly fitted or top-dose-only effect, or another doubt; inactive means no such curve, though single readings can be large; an effect the other way counts as inactive or inconclusive.

nr	compound	HT1080NT lethal	MCF10A rereplic	ATXN viability	ATXN2 expr inh	SW480 rerep
1	CCOc1ccc(/C=C/C(=O)N(CC)CC(=O)NCc2cccs2)cc1OC	-3%	-2%	i	-7%	1%
2	CC(C)(C)c1ccc(S(=O)(=O)N2CCN(CC(O)COCC3CCCO3)CC2)cc1 (stereo not given)	0%	9%	i	x	-1%
3	COC(=O)c1ccccc1S(=O)(=O)N1CCC(NC(=O)c2ccccc2)CC1	-2%	-3%	i	-3%	6%
4	O=C(Nc1ccn(CCCN2CCN(c3ccccn3)CC2)c(=O)n1)OCc1ccccc1	-2%	1%	i	-28%	-8%
5	O=[N+]([O-])c1ccc(N2CCCC2)cc1NCc1ccccc1	7%	u	i	-4%	-3%
6	COP(=O)(CC(=O)c1ccccc1)CC(=O)c1ccccc1	5%	-2%	i	-2%	-9%
7	COc1ccc(S(=O)(=O)N(C)C[C@H]2Oc3ccc(NS(=O)(=O)c4ccc(F)cc4)cc3C(=O)N([C@H](C)CO)C[C@@H]2C)cc1	14%	6%	i	6%	-5%
8	COc1cccc(-c2nc(C(=O)NCCCN3CCOCC3)cc3c2[nH]c2ccccc23)c1	-18%	u	u	u	u
9	S=C1NCN(Cc2ccco2)CN1c1ccccc1	0%	-4%	i	-4%	-12%
10	Cc1cc(NC(=O)CSc2nc3ccccc3s2)no1	2%	0%	i	-1%	-2%[9.22 µM]
11	COc1cccc(NC(=O)c2ccccc2F)c1	-2%	x	i	66%[activator]	x
12	Cc1ccc(C)c(C(O)c2ncc(-c3ccc4ccccc4c3)[nH]2)c1 (stereo not given)	-1%	x	i	10%	x

nr	IL1B secr inh	KB-V1 cytotox	HT1080 IDH1KD tx	KB-3-1 cytotox
1	7	u	1%	0%
2	0	-17%	-3%	-1%
3	0	0%	-4%	11%
4	31	-1%	0%	0%
5	19	-4%	1%	-18%
6	-14	5%	16%	-2%
7	-18	15%	7%	2%
8	-64*	18µM*	-14%	-3%
9	1	9%	15%	-1%
10	37	u	-11%	14%
11	0	-12%	-1%	-3%
12	19	6%	0%	0%

nr	compound	HT1080NT lethal	MCF10A rereplic	ATXN viability	ATXN2 expr inh	SW480 rerep
13	COc1ccc(-c2noc(CCC(=O)NCCN3CCN(c4ccccc4F)CC3)n2)cc1	-5%	u	i	-20%	0%
14	COc1cnn(-c2ccccc2)c(=O)c1OC	5%	1%	i	-10%	-3%
15	COc1ccc(NC(=O)CSc2nc3ncccc3[nH]2)cc1OC	1%	1%	x	x	-23%
16	O=C(CSc1ccc2nnc(-c3ccccn3)n2n1)Nc1ccccc1C(F)(F)F	3%	u	i	0%	-6%
17	COc1ccc(OC)c(/C=C2\Oc3cc(OCC(=O)N4CCC[C@H]4C(=O)O)ccc3C2=O)c1	-1%	7%	x	-6%	-13%
18	Cc1nn(CC(=O)Nc2c(C)n(C)n(-c3ccccc3)c2=O)c(C)c1[N+](=O)[O-]	14%	-1%	i	2%	1%
19	CCOc1ncccc1C(=O)OCC(=O)Nc1ccc2c(c1)OCCO2	7%	-8%	i	1%	9%
20	Cc1nc2ccc(NC(=O)CSc3ccccc3)cc2s1	4%[9.24 µM]	-2%	i	33%[activator]	7%
21	O=C(NC(=S)Nc1ccccc1Cl)c1cnn2c(C(F)(F)F)cc(C(F)(F)F)nc12	0%	2%	i	-25%	-2%
22	O=S(=O)(Nc1ccc2c(c1)OCCO2)c1cccs1	2%	-1%	i	15%	0%
23	CC(C)NC(=O)c1ccc(Cn2c(SCC(N)=O)nc3ccccc3c2=O)cc1	x	x	i	-34%	x
24	CCCc1cc(=O)[nH]c(Nc2cc(C)ccc2OC)n1	x	x	i	8%	x

nr	IL1B secr inh	KB-V1 cytotox	HT1080 IDH1KD tx	KB-3-1 cytotox
13	-10	-5%	-2%	-9%
14	22	27%	10%	18%
15	-6	5%	-2%	-3%
16	-1	x	-2%	x
17	-8	27%	6%	0%
18	6	3%	19%	21%
19	-13	-10%	7%	1%
20	5	-15%	4%	-6%
21	28	3%	-2%	-4%
22	-13	-10%	-9%	-6%
23	x	25%	x	11%
24	x	0%	x	1%

Filtered by structure: the compounds so far with an NH in an aromatic ring.
nr	compound	HT1080NT lethal	MCF10A rereplic	ATXN viability	ATXN2 expr inh	SW480 rerep
8	COc1cccc(-c2nc(C(=O)NCCCN3CCOCC3)cc3c2[nH]c2ccccc23)c1	-18%	u	u	u	u
12	Cc1ccc(C)c(C(O)c2ncc(-c3ccc4ccccc4c3)[nH]2)c1 (stereo not given)	-1%	x	i	10%	x
15	COc1ccc(NC(=O)CSc2nc3ncccc3[nH]2)cc1OC	1%	1%	x	x	-23%
24	CCCc1cc(=O)[nH]c(Nc2cc(C)ccc2OC)n1	x	x	i	8%	x

nr	IL1B secr inh	KB-V1 cytotox	HT1080 IDH1KD tx	KB-3-1 cytotox
8	-64*	18µM*	-14%	-3%
12	19	6%	0%	0%
15	-6	5%	-2%	-3%
24	x	0%	x	1%

Following part
nr	compound	HT1080NT lethal	MCF10A rereplic	ATXN viability	ATXN2 expr inh	SW480 rerep
25	CC(C)c1ccc(NC(=O)CN2C(=O)CCc3cc(S(=O)(=O)N4CCOCC4)ccc32)cc1	x	x	i	22%	x
26	CC(=O)Oc1cc2c(C(=O)NCc3ccncc3)c(C)oc2c2ccccc12	0%	1%	i	-1%	-17%
27	O=C(Nc1cc([N+](=O)[O-])ccc1O)c1cccc(NC(=O)c2ccco2)c1	-4%	22%	i	4%	-1%
28	O=C(Oc1ccc(-c2csnn2)cc1)c1cccs1	5%	8%	i	20%	-25%
29	COC(=O)[C@@]12CCCN1[C@H](c1ccc(-c3cccc(Cl)c3)c(OC)c1)[C@H]1C(=O)N(C)C(=O)[C@H]12	0%	-10%	i	-19%	-30%
30	O=P(CCc1ccccc1)(c1ccccc1)c1ccccc1	-16%	-24%	i	3%	-4%
31	O=C(C1CCN(c2ncnc3c2sc2cccc(F)c23)CC1)N1CCOCC1	-14%	-13%	u	u	-13%
32	CC(CCc1ccccc1)NC(=O)C(=O)NCCc1ccccc1 (stereo not given)	-20%	10%	i	3%	u
33	O=C(c1cc(Cl)c(=O)n(Cc2ccccc2)c1)N1CCOCC1	8%	-1%	i	3%	-19%
34	Cc1cc(C)c(S(=O)(=O)N2CC=C(c3ccccc3)CC2)c(C)c1	6%	7%	i	-12%	-4%
35	O=C(Nc1cccc(F)c1)c1ccc(S(=O)(=O)N2CCOCC2)cc1	-1%	-2%	i	10%	1%
36	CC(C)n1c(=O)[nH]c2cc(C(=O)Nc3ccccc3)ccc21	13%	u	i	59%[activator]	-20%

nr	IL1B secr inh	KB-V1 cytotox	HT1080 IDH1KD tx	KB-3-1 cytotox
25	x	-2%	x	-4%
26	41	0%	-11%	-9%
27	66	u	0%	10%
28	13	16%	1%	22%
29	-8	-10%	-2%	-11%
30	0	u	-16%	16%
31	2	u	-16%	-20%
32	-2	23%	-1%	16%
33	-3	u	-6%	13%
34	-5	0%	0%	4%
35	-16	-2%	-2%	2%
36	20	0%	-8%	-8%

Overlap with the part before: two entries; new compounds follow.
nr	compound	HT1080NT lethal	MCF10A rereplic	ATXN viability	ATXN2 expr inh	SW480 rerep
35	O=C(Nc1cccc(F)c1)c1ccc(S(=O)(=O)N2CCOCC2)cc1	-1%	-2%	i	10%	1%
36	CC(C)n1c(=O)[nH]c2cc(C(=O)Nc3ccccc3)ccc21	13%	u	i	59%[activator]	-20%
37	O=C(Cn1ncc2c3ccccc3n(Cc3ccc(Cl)cc3)c2c1=O)NCCCN1CCCC1=O	8%	20%	i	2%	28%
38	COCCNc1nc(NCc2ccccc2)nc2ccsc12	-29%	x	i	-8%	x
39	COc1ccccc1C(=O)NCCC(=O)NCC(c1ccco1)N1CCCC1 (stereo not given)	-2%	-5%	i	0%	1%
40	CN(C)S(=O)(=O)c1ccc(C(=O)NCCSc2c(-c3ccc(Cl)cc3)[nH]c3ccccc23)cc1	x	x	u	-25%	x
41	CC(C)(C)NC(=O)NC(=O)CSc1nncs1	-3%	0%	i	x	-71%[inhibitor]
42	COc1cc(NC(=O)c2ccc3c(SCC(=O)O)c4c(nc3c2)CCC4)cc(OC)c1OC	5%	10%	i	3%	-10%
43	COc1cc(C(=O)Nc2sc(C)c(C)c2C(=O)O)cc(OC)c1OC	0%	-3%	i	-3%	u
44	O=C(Nc1nc2ccccc2n1Cc1ccccc1)c1ccco1	-16%	1%	i	-35%	-5%
45	O=C(Nc1ccc2c(c1)OCO2)C1CCN(C(=O)c2ccc(Cl)cc2)CC1	17%	16%	i	3%[11.3 µM]	-5%
46	COc1cccc(/C=N/Nc2ccc(C(=O)O)cc2)c1O	18µM*	-1%	i	x	-8%
47	CCCN(CC1CC1)C(=O)CSc1ncnc2sc(C)c(C)c12	-5%	22%	i	-13%	-3%
48	CC1(c2cccc(Br)c2)NC(=O)N(CC(=O)Nc2ccc3c(c2)OCCO3)C1=O (stereo not given)	-7%[9.24 µM]	2%	i	-19%	-12%

nr	IL1B secr inh	KB-V1 cytotox	HT1080 IDH1KD tx	KB-3-1 cytotox
35	-16	-2%	-2%	2%
36	20	0%	-8%	-8%
37	-2	-13%	-4%	-6%
38	-26	u	0%	0%
39	9	-29%	-2%	5%
40	x	14%	x	-7%
41	10	14%	-1%	-1%
42	-4	0%	14%	-8%
43	-11	-11%	-3%	-17%
44	-12	0%	-18%	u
45	u	-11%	-2%	-15%
46	8	u	21µM*	16µM*
47	u	2%	-6%	2%
48	16	0%	4%	12%

As entered above.
#44 in SW480 rerep → -5%
#12 in IL1B secr inh → 19

Screens as filed in PubChem BioAssay.
